D3 antag = antagonists of human D3 dopamine receptor; D3R cells, DiscoveRx beta-arrestin luminescence, antagonist mode; hits give low values; actives 2.5% (n = 360,000); P35462; max response, negative = inhibition, %; AID 652054; in the data active = max response below about -50%; inconclusive = no clear call, values can overlap the other calls; note: % is set by controls: 0 for no effect and ±100 for the full control effect; mostly tested at two doses, the higher about 12 µM
Target sequence (P35462 whole entry, looked up): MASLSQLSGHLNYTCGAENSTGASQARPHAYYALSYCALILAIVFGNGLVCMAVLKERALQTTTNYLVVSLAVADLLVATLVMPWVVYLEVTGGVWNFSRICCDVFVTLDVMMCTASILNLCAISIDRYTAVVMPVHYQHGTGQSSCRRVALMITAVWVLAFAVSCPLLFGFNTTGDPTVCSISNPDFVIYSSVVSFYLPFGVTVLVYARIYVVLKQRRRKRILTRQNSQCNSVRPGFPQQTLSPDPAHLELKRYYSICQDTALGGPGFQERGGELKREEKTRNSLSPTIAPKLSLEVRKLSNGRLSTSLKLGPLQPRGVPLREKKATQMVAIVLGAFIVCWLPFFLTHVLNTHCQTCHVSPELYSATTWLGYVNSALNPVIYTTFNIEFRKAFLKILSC
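Cells plated overnight at 1500 cells/well, then exposed to library compounds with dopamine controls for 90 minutes at 37 degrees C. DiscoveRx reagent added for 30–60 minutes at room temperature; luminescence read, quantitative HTS format.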
EPAC2 ag = activates human EPAC2 exchange factor; EPAC2 activation, biochemical qHTS; response scale: 100% = 6.5 mM cAMP response; Q8WZA2; actives 0.079% (n = 360,000); AID 720711; Potency, µM (series often up to 154 µM), for inactives: top-dose activation, actives largely listed as activators; note: potency is the fitted concentration of half-maximal effect; nearly all actives have a fitted effect of over 50% in size
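Exchange assay: 100 nM EPAC2 with 250 nM Rap1B-BODIPY-GDP and 50 uM GDP. Fluorescence (ex 480/em 540 nm) read every 5 min for 30 min at room temperature. Data normalized to 6.5 mM cAMP as agonist control.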
aSyn rescue = alpha-synuclein toxicity inhibition in yeast | Potency, µM (series often up to 46.1 µM), for inactives: at the top dose growth rescue (activation), hits mostly activators | Yeast expressing alpha-synuclein, growth rescue, BacTiter-Glo, 24 h | AID 652106 | actives 0.14% (n = 370,000); note: potency is the fitted concentration of half-maximal effect; % of control where 0% means no effect; nearly all actives have a fitted effect of over 65% in size
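Screening used galactose-induced yeast with toxic alpha-synuclein levels, exposed to compound for 24 hr at 30 deg C. Cell growth, read with BacTiter-Glo luminescence, gave the measured signal.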
TDP-43 yeast inh = inhibitors of TDP-43 toxicity in yeast | actives 1.8% (n = 410,000) | AID 652104 | TDP-43 expressing yeast growth rescue, BacTiter-Glo, 24 h | Potency, µM (series often up to 46.1 µM), inactives show top-dose growth rescue (activation), hits mostly activators; note: potency is the fitted concentration of half-maximal effect; % of control where 0% means no effect; nearly all actives have a fitted effect of over 50% in size
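Cell-based yeast growth screen: TDP-43 expression induced in galactose, inoculum OD600=0.02 after raffinose pregrowth to mid-log. Read-out BacTiter-Glo luminescence at 24 hr, 30 deg C; inhibition of toxicity seen as signal increase.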
EPAC2 antag = antagonists of human EPAC2; Q8WZA2; EPAC2 GEF exchange of Rap1B-BODIPY-GDP, fluorescence; Potency, µM (doses to about 114 µM), for the others: at the top dose activity, negative = inhibition, most hits filed as inhibitors; actives 0.18% (n = 360,000); note: potency is the fitted concentration of half-maximal effect; % is set by controls: 0 for no effect and ±100 for the full control effect; nearly all actives have a fitted effect of over 45% in size; many of its hits are not listed in these tables
FUS suppressor = rescues growth of FUS-expressing yeast | S. cerevisiae FUS-expressing, growth rescue, OD600, 24 h | Potency, µM (titrated, usually from 76.6 µM), for the others: top-dose growth rescue (activation), most hits filed as activators | actives 0.24% (n = 390,000) | AID 1347120;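 note: potency is the fitted concentration of half-maximal effect; plate controls were DMSO vehicle for no effect and reference control for full effect; nearly all actives have a fitted effect of over 55% in size; some results filed as inactive show a strong effect at the top dose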
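Read-out: OD at 600 nm after 24hr at 30C, reporting rescue of FUS-induced yeast toxicity. Cells at OD 0.005 in galactose (2%) minimal medium; compounds tested in a dilution series; CP55940 titration from 92uM final as control.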
D3 ag = activates the human D3 dopamine receptor. D3R DiscoveRx beta-arrestin cells, luminescence, 90 min. max activation, %. actives 0.58% (n = 410,000). AID 652048; in the data active = max activation above about 30%; note: 0% is about no effect; mostly tested at two doses, the higher about 12 µM
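Agonist mode: compounds and dopamine controls were applied to plated cells for 90 min at 37 degrees C after an overnight attachment at 1500 cells/well. Luminescent read-out followed 30 - 60 minutes at room temperature with DiscoveRx detection reagent.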
Abeta yeast res = restores growth of yeast expressing A-beta42 peptide; yeast expressing A-beta42, growth rescue, OD600, 48 h; response scale: 0% DMSO, 100% iron-clioquinol control; Potency, µM (top dose mostly 46.1 µM), for inactives: top-dose growth rescue, usual class: activators; actives 0.063% (n = 410,000); AID 1347071; note: potency is the fitted concentration of half-maximal effect; nearly all actives have a fitted effect of over 55% in size
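Growth rescue measured by 600 nm absorbance after 48 h yeast culture at 30 C with compound. Values normalized between DMSO and an equimolar ferric chloride plus clioquinol control.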
* = called active by the depositor; ? = inconclusive; / = not tested or not shown; & = joins results of further samples; [ ] = remark or other dose. Unless noted, calls come from the whole dose curve; as a rule, active = well fitted curve in the direction sought with a large enough effect; inconclusive = small, poorly fitted or top-dose-only effect, or another doubt; inactive = no such curve, though single readings can be large; an effect the other way counts as inactive or inconclusive.

Start of the listing, in advance:
SMILES	D3 antag	EPAC2 ag	aSyn rescue	TDP-43 yeast inh	EPAC2 antag	FUS suppressor	D3 ag	Abeta yeast res
Cc1cccc(C(=O)NC2CCN(C(=O)N3CCOCC3)CC2)c1	-13	7%	?	21%	-5%	6%	3	-6%
CCc1ccc(C(=O)N/N=C/c2cccc3ccccc23)nc1	-12	3%	4%	5%	10%	/	-19	3%

The whole of this part, from the first entry:
SMILES	D3 antag	EPAC2 ag	aSyn rescue	TDP-43 yeast inh	EPAC2 antag	FUS suppressor	D3 ag	Abeta yeast res
Cc1cccc(C(=O)NC2CCN(C(=O)N3CCOCC3)CC2)c1	-13	7%	?	21%	-5%	6%	3	-6%
CCc1ccc(C(=O)N/N=C/c2cccc3ccccc23)nc1	-12	3%	4%	5%	10%	/	-19	3%
Clc1ccc(-n2nnnc2-c2cnc(-c3ccccn3)nc2-c2cccs2)cc1	-60*	6%	18%	14%	-2%	?	-10	21%
O=C(CCCC(=O)N(CC(=O)NC1CCCC1)c1ccc(F)c(Cl)c1)Nc1ccccn1	10	-2%	2%	-2%	-12%	-10%	-1	4%
COc1ccc(C(=O)NC2CC3CCCC(C2)N3CC(C)C)cc1 (stereo unspecified)	2	1%	0%	-28%	15%	0%	-6	-21%
Cc1[nH]nc2c1C(c1cccs1)C1=C(CCCC1=O)N2 (stereo unspecified)	-4	12%	0%	11%[9.22 µM]	10%	9%	6	-1%
COc1ccccc1NCCC(=O)OCC(=O)Nc1ccccc1Cl	-17	10%	-1%	-4%	3%	/	-16	6%
CCC(Sc1nc(N)c(NC(=O)c2ccco2)c(=O)[nH]1)C(=O)O (stereo unspecified)	18	3%	0%	6%	17%	11%	4	-9%
COc1ccc(C(=O)N2N=C(c3ccc(NS(C)(=O)=O)cc3)CC2c2cccs2)cc1 (stereo unspecified)	4	29%	-1%	4%	-14%	-2%	-12	-10%
O=C(NN1C(=O)/C(=C\c2cccnc2)SC1=S)c1ccco1	-1	3%	13%	8%	9%	-9%	5	9%
NC(=O)CC[C@H](NC(=O)[C@H](Cc1ccccc1)n1c(=O)[nH]c2ccccc2c1=O)C(=O)N1CCC[C@H]1C(=O)O	-7	-12%	6%	15%	4%	-8%	14	4%
CC1(C)C(=O)Nc2ccccc2N1C(=O)COC(=O)CSc1ccc(Cl)cc1	-10	20%	17%	5%	-5%	5%	1	-11%
CNC(=O)NC(=O)COC(=O)/C=C/c1cccc(Br)c1	2	-2%	0%	4%	6%	-33%	1	9%
COc1ccccc1OCCCCN1CCN(c2ccccc2OC)CC1	-81*	-9%	-8%	-1%	5%	-6%	3	-4%
COc1ccc(CC(=O)OCC(=O)NC2CCCC(C)C2C)cc1OC (stereo unspecified)	-8	4%	-1%	?	5%	/	-1	2%
Cc1cc(S(=O)(=O)N2CCOCC2)ccc1OCC(=O)Nc1cccc(F)c1	5	-1%	1%	1%	3%	21%	22	-4%
Nc1nonc1-n1nnc(C(=O)N/N=C/c2c(Cl)cccc2Cl)c1CN1CCOCC1	5	3%	-4%	-16%	9%	19%	-6	-6%
O=C(N/N=C/c1cccc(NC(=O)c2ccc(Cl)cc2)c1)c1cccc(O)c1	-10	1%	-3%	-15%	-4%	27%	-8	-7%
COc1ccc(N2CCN(C(=O)Cc3cccs3)CC2)cc1	5	1%	4%	-3%	-3%	-4%	0	-7%
CCOC(=O)C1=C(COC(=O)c2ccc(C)s2)NC(=O)NC1C (stereo unspecified)	2	11%	0%	-6%	-7%	1%	2	0%
O=C(Nc1nnc(C2CC2)s1)c1cccc(S(=O)(=O)N2CC(c3ccccc3)CC2=O)c1 (stereo unspecified)	0	6%	3%	12%	-11%	13%	-5	8%
COC(=O)c1c(NC(=O)COC(=O)c2ccc(Cl)nc2)sc(C)c1C	-8	-1%	0%	-5%	9%	11%	1	0%
O=c1cc(-c2ccccc2)c2ccccc2[nH]1	-22	0%	4%	24%	-3%	3%	4	23%
Cc1[nH]c(C)c2c(=O)[nH]ncc12	-10	3%	-7%	-6%	1%	8%	2	3%
CCCCCCSc1cc(-c2nc3cc(C)ccn3c2NC2CCCCC2)ccc1OC	0	9%	-51%[inhibitor]	-86%[inhibitor]	-5%	?	12	-30%[inhibitor]

Additional compounds follow.
SMILES	D3 antag	EPAC2 ag	aSyn rescue	TDP-43 yeast inh	EPAC2 antag	FUS suppressor	D3 ag	Abeta yeast res
COC(=O)[C@H]1Cc2c([nH]c3ccccc23)[C@H](c2ccccc2)N1	14	0%	2%	23%	-11%	-3%	2	-3%
CCS(=O)(=O)N1CCC(C(=O)Oc2ccccc2Cl)CC1	-3	0%	-1%	?	4%	-23%	1	0%
CCN(c1ccccc1)S(=O)(=O)c1ccc(C(=O)N(C)CCc2ccc(OC)c(OC)c2)cc1	-4	8%	1%	-7%	0%	-6%	-15	-2%
CCN1CC(CN(C)Cc2nc(-c3ccc(C(F)(F)F)cc3)oc2C)CC1=O (stereo unspecified)	1	16%	0%	-9%	-24%	-7%	0	-1%
COc1ccccc1N(C)S(=O)(=O)c1ccc(C(=O)O)cc1	43	1%	8%	/	0%	-5%	6	-2%
COCC1CCCCN1Cc1cn[nH]c1-c1ccc2cc(OC)ccc2c1 (stereo unspecified)	6	7%	3%	9%	2%[57.1 µM]	18%	-1	-11%
Cn1c(SCC(=O)Nc2nc3ccccc3s2)ncc(C(=O)Nc2ccc(F)cc2)c1=O	/	/	/	?	/	-13%	0	1%
Cc1cc(C)cc(NC(=O)C2CCN(S(=O)(=O)c3cn(C)cn3)CC2)c1	/	/	/	7%	/	0%	8	-13%
CCC(Sc1nc2ncccc2o1)C(=O)Nc1ccc(OC)c(OC)c1 (stereo unspecified)	/	/	/	11%	/	3%	6	-8%
O=C(OCCNc1ccc(C(F)(F)F)cc1[N+](=O)[O-])c1cc2ccccc2oc1=O	17	-101%[inhibitor]	3%	-5%[1.82 µM]	0%	11%	-3	0%
CC(C)/C=N/NC(=O)c1cc(Br)ccc1O	6	-3%	-11%	13%	4%	/	2	-8%
COc1ccc(C2NC(=S)NC3=C2CCc2ccccc23)cc1OC (stereo unspecified)	-10	8%	-2%	?	-5%	32%	2	-15%
CCc1nnc(SCC(=O)Nc2ccccc2)nc1CC	6	3%	10%	-9%	11%	18%	9	3%
Cc1ccc(NC(=O)N2CCCN(C(=O)OC(C)(C)C)CC2)cc1Cl	1	5%	1%	5%	-8%	28%	16	-5%
Cc1ccc(S(=O)(=O)NCC(C)NC(=O)CN2CCOCC2)cc1 (stereo unspecified)	7	0%	-10%	-3%	4%	9%	3	-1%
Cc1onc(-c2c(F)cccc2Cl)c1C(=O)Nc1cccc2nsnc12	-22	13%	1%	-1%	-12%	23%	9	6%
CCCCn1nc2cc(C(=O)NC3CCCc4ccccc43)ccc2c1OCC (stereo unspecified)	1	10%	-7%	?	-15%	19%	-10	9%
COc1ccc(OC)c(NC(=O)Cn2c(=O)n(CC3CCCO3)c(=O)c3cc(OC)c(OC)cc32)c1 (stereo unspecified)	17	7%	2%	1%&21%	-1%	-14%&12%	-1&3	-9%&-12%
O=C(CCl)NNC(=O)c1c(O)c2ccccc2[nH]c1=O	3	-4%	13%	-32%[inhibitor]	2%	8%	4	1%
COc1ccccc1C(=O)C1CCCN(C(=O)c2cccc(-n3cccn3)c2)C1 (stereo unspecified)	-4	5%	-16%	6%	-14%	-2%	6	3%
CC(=O)N1CCC(N(CCN2CCOCC2)C(=S)Nc2ccc(C)cc2C)CC1	8	5%	1%	5%	8%	1%	-2	-4%
Cc1cccc(Oc2c(C=O)c3ccccc3n2C)c1	6	14%	-5%	18µM*	?	11%	5	-24%
Nc1c(C(=O)NCCN2CCOCC2)c2nc3ccccc3nc2n1CCc1ccccc1	19	0%	3%	-9%	-16%	5%	24	0%
COc1cccc(CNC(=O)C2CCN(S(=O)(=O)c3ccc4c(c3)NC(=O)CO4)CC2)c1	-7	1%	-4%	-4%	-9%	-4%	1	4%
N#Cc1ccc(OCC(=O)OCC(=O)Nc2cc(C(F)(F)F)ccc2N2CCOCC2)cc1	-2	3%	-1%	0%	-11%	28%	6	9%

Limited to TDP-43 yeast inh, for two of the compounds above:
canonical_smiles | TDP-43 yeast inh
Cc1ccc(NC(=O)N2CCCN(C(=O)OC(C)(C)C)CC2)cc1Cl | 5%
Cc1ccc(S(=O)(=O)NCC(C)NC(=O)CN2CCOCC2)cc1 (stereo unspecified) | -3%

Later entries.
SMILES	D3 antag	EPAC2 ag	aSyn rescue	TDP-43 yeast inh	EPAC2 antag	FUS suppressor	D3 ag	Abeta yeast res
O=c1oc2ccccc2c2c1nnn2CCO	7	0%	-6%	19%	-1%	-12%	0	-6%
Cc1ccc(Nc2c(-c3ccccc3O)nc3cc(C)ccn23)cc1	/	/	/	0%	/	8%	6	-2%
C/C(CC(=O)Nc1cc(C)cc(C)c1)=N\NC(=O)c1ccccn1	11	6%	?	25%	7%	/	1	9%
COc1ccccc1NC(=O)c1ccc(NC(=O)COC(=O)C(C)C)cc1	10	1%	1%	22%	-4%	29%	-6	-16%
NC(=O)c1cc[n+](Cc2ccccc2Cl)cc1	6	2%	0%	11%	1%	-8%	4	3%
O=c1c2ccccc2nc2n1CC/C2=C/N1CCN(c2cccc(C(F)(F)F)c2)CC1	-91*	9%	9%	-24%	7%	26%	-38	8%
Cn1cc(/C(Cc2ccccc2)=N\O)c2ccccc21	-12	14%	1%	18%	-21%	-18%	1	0%
CCCC(=O)Nc1c(C)n[nH]c1C	15	9%	1%	-3%	-11%	28%	-4	0%
CCN1CCN(C(=O)c2ccc3c(c2)N(Cc2c(F)cccc2Cl)C(=O)c2ccccc2S3)CC1	/	/	/	9%	/	-4%	-26	-4%
CCOC(=O)c1sc(NC(=O)CSc2nncs2)c(C(=O)OCC)c1C	-8	-16%	-12%	6%	-1%	-3%	2	-6%
CC(CCc1ccccc1)NC(=O)CN1CCOc2ccccc21 (stereo unspecified)	-4	6%	3%	15%	-14%	-1%	1	9%
Cc1cccc(N(C)c2nc3ccccc3c3nnc(C)n23)c1	/	/	/	22µM*	/	38%	-3	-12%
O=C(CCCC(=O)NCc1ccc(F)cc1)NCc1ccc(F)cc1	16	2%	5%	-29%	7%	1%	9	3%
CCOc1ccc(NC(=O)c2sc3nc4c(c(-c5ccc(OC)cc5)c3c2N)C(=O)CC(C)(C)C4)cc1	/	/	/	22%	/	-12%	5	-9%

Source: PubChem BioAssay

This is a subset (hit frequency here may not be typical).
